DSG3 Ab inh: blocks pemphigus antibody binding to human desmoglein-3; DSG3-coupled beads, scFv-anti-DSG3-GFP binding, flow cytometry; active compounds read low; 0.48% of 310,000 active; binding (percent of control), % at 10 µM; P32926;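 active = binding more than 3 SD below its plate's average and above zero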;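 also: hits lower antibody fragment binding to DSG3; some compounds called inactive have numbers as strong as hits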
HTR5A inv ctr: counter-screen for OPRM1-OPRD1 inverse agonists: human HTR5A inverse agonism; inhibition, % at 9.3 µM; HTR5A cell line, luminescence; 0.083% of 340,000 active; in the data active = inhibition mostly above about 23%, no sharp cut-off; inactive = mostly below about 18%;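 also: 0% = cells with DMSO and 100% = no-cell wells with DMSO; some compounds called inactive have numbers as strong as hits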
OPRM1-OPRD1 ag: agonists of human mu-delta opioid receptor heterodimerization; P35372+P41143; cells, OPRM1-OPRD1 heterodimerization, luminescence; activation, % at 9.3 µM; 0.3% of 340,000 active; AID 504326; in the data active = activation above about 18%;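 also: 0% = vehicle-treated cells and 100% = reference agonist; values of inactives mirror those of a sister screen read the other way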
Target sequence (P35372 whole entry, looked up): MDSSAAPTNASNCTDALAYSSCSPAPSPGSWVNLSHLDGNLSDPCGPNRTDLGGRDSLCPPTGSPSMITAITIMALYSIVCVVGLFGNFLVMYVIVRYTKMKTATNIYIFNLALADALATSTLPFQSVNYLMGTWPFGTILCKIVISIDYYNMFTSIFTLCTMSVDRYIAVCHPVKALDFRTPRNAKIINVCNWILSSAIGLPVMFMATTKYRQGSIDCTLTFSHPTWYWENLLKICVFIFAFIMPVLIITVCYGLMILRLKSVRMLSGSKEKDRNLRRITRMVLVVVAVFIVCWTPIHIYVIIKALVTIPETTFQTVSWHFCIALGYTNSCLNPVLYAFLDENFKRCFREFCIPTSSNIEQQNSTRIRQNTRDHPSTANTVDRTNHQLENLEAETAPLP
Target sequence (P41143 whole entry, looked up): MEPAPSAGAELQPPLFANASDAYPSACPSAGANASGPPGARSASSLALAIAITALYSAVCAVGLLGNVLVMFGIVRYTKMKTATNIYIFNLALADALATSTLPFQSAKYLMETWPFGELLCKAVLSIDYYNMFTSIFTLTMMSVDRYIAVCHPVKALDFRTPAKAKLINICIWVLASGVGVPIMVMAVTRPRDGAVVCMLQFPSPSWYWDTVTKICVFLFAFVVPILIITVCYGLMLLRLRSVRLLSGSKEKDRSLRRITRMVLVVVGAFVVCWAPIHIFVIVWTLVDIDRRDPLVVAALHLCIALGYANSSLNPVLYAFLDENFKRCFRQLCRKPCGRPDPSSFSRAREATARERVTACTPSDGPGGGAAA
PKA-R2B activ: activators of human PKA-R2B complex | P22694+P31323 | PKA-R2B holoenzyme dissociation, Cy5-IP20 fluorescence polarization; R2B truncated from residue 108, S112A mutant; 0% DMSO only, 100% 113 µM cGMP | activation, % at 11.4 µM | AID 504700 | 0.079% of 340,000 active;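 active = activation above a cutoff set at the mean over all compounds plus 3 SD, cut at about 18% in these data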;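 also: higher means more holoenzyme dissociation and a rise in polarization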
PKA-R1A activ: activators of PKA-R1A complex; P00514+P68181; PKA-R1A dissociation, Cy5-IP20 fluorescence polarization; scaled: DMSO 0%, 113 µM cGMP 100%; activation, % at 11.4 µM; 0.083% of 340,000 active; AID 504707;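 active = percent activation above the mean of all tested compounds plus 3 SD, cut at about 19% in these data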;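 also: higher means more PKAc released from R1A so a rise in polarization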
MOR-DOR inv ag: inverse agonists of human mu-delta opioid receptor heterodimerization | P35372+P41143 | cell-based MOR-DOR heterodimer luminescence, inverse agonism | inhibition, % at 9.3 µM | 0.21% of 340,000 active; in the data active = inhibition above about 22%, passing the limit was not always enough;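 also: 0% = cells with DMSO and 100% = wells without cells with DMSO; values of inactives mirror those of a sister screen read the other way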
DAGLB inh: diacylglycerol lipase beta (human) inhibition. Q8NCG7. HEK293T DAGLB membrane lysate, EnzChek fluorogenic substrate. inhibition, % at 5.17 µM. 0.059% of 340,000 active. AID 504411; in the data active = inhibition above about 34%;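 also: 0% = enzyme with vehicle and 100% = wells lacking enzyme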
HTR5A ag: counter-screen for OPRM1-OPRD1 agonists: human HTR5A agonism; P47898; HTR5A agonist assay, luminescence, cell-based; activation, % at 9.3 µM; 0.61% of 340,000 active; in the data active = activation mostly above about 9.5%, no sharp cut-off; inactive = mostly below about 7.6%;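 also: 0% = cells with vehicle only and 100% = reference agonist; strong numbers were not always called active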
V-ATPase pHluor: yeast V-ATPase proton transport regulation by pHLuorin; S. cerevisiae, pHLuorin cytosolic pH fluorescence; response, % at 10 µM; 0.37% of 350,000 active; AID 504577; in the data active = response mostly above about 7.3%, no sharp cut-off; inactive = mostly below about 5.4%; also: actives read high; inactives centre near 0; some compounds called inactive have numbers as strong as hits; reference of the scale not given here
Arr AP2 block: blocks beta-arrestin peptide binding to AP2 adaptin | FITC-arrestin peptide / GST-AP2 beads, flow cytometry; AP2 beta2 appendage carries R879A mutation | inhibition, % at 10 µM | 0.31% of 340,000 active;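 active = inhibition above a set limit, near 3 SD of compounds lacking own fluorescence, cut at about 54% in these data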;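 also: plate controls were DMSO wells for no effect and 5 µM unlabelled arrestin peptide for full effect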
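Material – GST-tagged AP2 beta2-adaptin appendage (R879A) on 4 µm glutathione beads · Probe or stimulus – fluorescein-tagged arrestin peptide at 50 nM final · Timing – 12 min plus 1 h, RT · Detection – bead flow cytometry, FITC channel · Read-out basis – inhibition as reduced fluorescein signal on beads, percent · Medium – PBS plus Tween 20 (0.05%) and BSA (0.1%)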
An asterisk follows results filed as active; . = not tested or not shown.

mol	DSG3 Ab inh	HTR5A inv ctr	OPRM1-OPRD1 ag	PKA-R2B activ	PKA-R1A activ	MOR-DOR inv ag	DAGLB inh	HTR5A ag	V-ATPase pHluor	Arr AP2 block
Cc1ccc(CCNS(=O)(=O)c2ccc(C)cc2)cc1	93	17	4.2	-2	2	-21	-7	9	-6	-8
NC(=O)NCc1ccccc1Cl	101	-4	0.0	-7	2	0	3	2	13	5
CCOC(=O)CN(C(=O)CSc1nnnn1C)c1ccccc1	96	5	-0.6	10	3	3	2	-2	1	39
Cc1ccccc1OCCC(=O)N1CCN(S(=O)(=O)c2ccc(Br)cc2)CC1	110	3	1.4	1	-9	-10	4	-1	2	38
O=C(Cn1cc([N+](=O)[O-])cn1)Nc1cccnc1	109	29	0.1	-13	-5	0	0	1	-5	2
Cc1[nH]n2c(=O)c3c(nc2c1-c1cccc2ccccc12)CCC3	.	26	0.9	-7	3	-5	2	-10	1	10
O=C(c1cnc2n(c1=O)CCS2)N1CCN(c2ccc([N+](=O)[O-])cc2)CC1	97	-4	-0.4	-4	-1	3	2	-3	4	-3
O=S(=O)(Nc1cccc(Oc2cnccn2)c1)c1ccc(F)cc1	105	1	-2.3	-8	-16	11	0	0	0	7
Cn1c(=O)n(C)c2cc(/C=N/NC(=O)c3cccc(Br)c3)ccc21	96	7	-0.2	1	1	1	0	1	4	5
NC(=O)C1(NC(=O)[C@@H]2CC3(CC(c4cccc(NC(=O)c5cc([N+](=O)[O-])cc([N+](=O)[O-])c5)c4)=NO3)CN2C(=O)c2ccccc2)CC1 (stereo partly specified)	99	-23	2.3	6	5	-11	5	2	0	3
COc1ccc(N(CC(=O)Nc2cccc(SC)c2)S(C)(=O)=O)cc1	100	-18	-2.3	-3	3	11	0	7	5	-3
COCCCNC(=O)Cn1nnc(-c2ccc(NC(=O)c3ccccc3F)cc2)n1	104	0	-3.5	-9	-2	15	-2	-1	1	32
Cc1nc(-c2ccc(NC(=O)C(C)(C)C)cc2)c(-c2ccccc2)o1	112	-20	-2.4	-10	7	10	-8	6	0	6
C[C@@H]1CN([C@H](C)CO)C(=O)CCCn2nncc2CO[C@H]1CN(C)C(=O)Nc1ccc(N2CCN(C)CC2)cc1	113	.	.	-3	3	.	-1	.	-2	.
CCOC(Cn1c(CCCO)nc2ccccc21)OCC	.	2	-0.2	-15	-6	1	-2	-1	-5	5
C=CCN=c1scc(-c2ccco2)n1/N=C/c1ccc(O)c(O)c1O	94	-27	17	-2	2	-85	4	-1	2	25
CCOC(=O)C(=O)/C(C#N)=C/Nc1ccc(Cl)cc1	110	-3	-0.2	-3	-8	1	-1	1	0	10
COC(=O)Cc1c(O)ccn(Cc2ccc(OC)c(OC)c2)c1=O	110	-3	-2.1	1	-6	10	3	0	3	39
CCOC(=O)c1c(S(=O)(=O)N2CCN(C)CC2)c(C)n(C)c1C	.	12	-2.8	10	7	15	3	-3	3	-14
CCOc1ncccc1C(=O)OCC(=O)c1ccccc1Br	99	-19	-3.9	-3	6	21	-5	4	-4	-12
COc1cc(/C=N/NC(=O)c2cc(C)oc2C)cc(OC)c1OC	99	-46	1.9	-9	-4	-10	-6	9	-5	2
CCN(CC)CCNC(=O)CCn1nc(-c2ccc(Cl)cc2)ccc1=O	106	17	-1.6	5	-4	7	0	-5	-1	-3
Cc1ccc([C@H]2C[C@H](O)[C@@H](n3cc(COC(=O)c4ccccc4)nn3)CN2C(=O)c2cccs2)cc1	100	.	.	-3	-4	.	1	.	1	.
C=CCc1cccc2cc(C(=O)N3CCN(C(=O)OCC)CC3)c(=O)oc12	95	2	-0.8	9	-3	4	0	-1	-1	-8
C#CCOCCOCCOCCNc1nc(N2CCN(C(=O)CCCCCCCCCCNC(=O)Cn3cc(C[C@@H](C)O)nn3)CC2)nc(N2CCN(C(=O)CCCCCCCCCCNC(=O)[C@H](CCCN=C(N)N)n3cc(C[C@@H](C)CC)nn3)CC2)n1	118	-6	6.4	4	11	-37	-4	5	1	5
O=C(NCCc1ccccc1)C1CC(=O)N(C2CCCCCC2)C1 (stereo unspecified)	106	-3	-1.2	-12	6	7	1	3	1	5
Cc1ccc(S(=O)(=O)NCCCCCC(=O)NC(C)(C)CO)cc1	110	-23	-3.5	-13	0	17	1	10	7	-30
Cc1ccc(C(=O)CCC(=O)Nc2ncccc2O)cc1	98	-16	-1.5	2	-4	8	-1	7	6	11
Cc1nc(NCCCn2ccnc2)c2oc3ccccc3c2n1	107	5	-2.1	-14	-5	11	-1	-1	1	-6
O=C(NCc1nc2ccccc2[nH]1)c1ccc(S(=O)(=O)N2CCOCC2)cc1	105	-23	-1.8	6	-5	9	1	9	-4	5

2 entries picked at random from those above:
mol	DSG3 Ab inh	HTR5A inv ctr	OPRM1-OPRD1 ag	PKA-R2B activ	PKA-R1A activ	MOR-DOR inv ag	DAGLB inh	HTR5A ag	V-ATPase pHluor	Arr AP2 block
C=CCc1cccc2cc(C(=O)N3CCN(C(=O)OCC)CC3)c(=O)oc12	95	2	-0.8	9	-3	4	0	-1	-1	-8
Cc1ccccc1OCCC(=O)N1CCN(S(=O)(=O)c2ccc(Br)cc2)CC1	110	3	1.4	1	-9	-10	4	-1	2	38

Next part
mol	DSG3 Ab inh	HTR5A inv ctr	OPRM1-OPRD1 ag	PKA-R2B activ	PKA-R1A activ	MOR-DOR inv ag	DAGLB inh	HTR5A ag	V-ATPase pHluor	Arr AP2 block
CC(=O)NC(CC(=O)NC(C)c1ccc(Cl)cc1Cl)c1ccccc1 (stereo unspecified)	100	16	-1.2	-4	-3	5	-1	-6	-2	-19
O=C1CC(C(=O)N(c2ccccc2)C(C(=O)NC2CCCC2)c2ccncc2)CS1 (stereo unspecified)	104	17	-1.2	-3	-2	6	2	3	0	-2
CCOc1ccc(CN(C)C(=O)c2ccc(NS(=O)(=O)c3ccc4[nH]c(=O)[nH]c4c3)cc2)cc1	103	18	0.8	-8	-6	-5	2	-7	4	1
Cc1ccc2c(c1)C1CC(C)(O2)N(c2cccc(C(=O)NCc3ccccn3)c2)C(=O)N1 (stereo unspecified)	102	7	-0.2	1	5	1	-3	-3	-1	-6
CCOCCCNC(=O)c1cc(Cl)c(NC(=O)C2=C(C)OCCS2)cc1OC	107	16	-0.7	8	-2	3	-5	-4	-2	-7
Cc1ccc(-c2cn(S(=O)(=O)c3cccc4nsnc34)nc2N)cc1	.	11	-2.7	-18	-10	11	-4	-4	-1	5
COc1ccc(C2NC(Cc3ccccc3)(C(=O)O)C3C(=O)N(c4ccccc4OC)C(=O)C23)cc1 (stereo unspecified)	97	2	-1.4	6	5	7	0	-1	0	15
COc1ccc(OC)c(C(=O)CN2C(=O)NC(C)(c3ccccc3)C2=O)c1 (stereo unspecified)	.	-16	-1.9	-4	0	11	-2	5	0	-12
O=C1CSC(=S)N1Cc1cccs1	98	-3	1.4	1	3	-7	-4	1	-3	7
CSc1ccc(Cn2nnc(C(=O)Nc3ccc(C)c(C)c3)c2N)cc1	102	3	-0.1	-3	6	1	-5	-1	0	22
Cc1ccc(S(=O)(=O)CCC(=O)Nc2cccc(S(=O)(=O)N3CCCCCC3)c2)cc1	104	5	-3.7	6	-2	14	-4	2	0	7
Cc1cccc(C(C(=O)NC2CCCCC2)N(Cc2cccnc2)C(=O)c2csnn2)c1 (stereo unspecified)	99	3	-2.8	0	1	15	1	4	-5	21
CCOc1ccc2[nH]c(=O)c(CN(CCO)Cc3nnnn3CCc3ccccc3)cc2c1	95	1	-2.2	-2	5	11	3	6	3	11
CC(=O)n1c(C=Nc2ccccc2)c(O)c2ccccc21	80	10	-3.8	-3	-1	19	-1	-4	1	-1
O=C(CCCn1cnc([N+](=O)[O-])n1)Nc1ccc(Cl)cc1Cl	71	13	-0.8	-4	-9	4	-2	-5	-5	9
COc1ccccc1NC(=S)N1CCc2cc(OC)c(OC)cc2C1	102	8	1.2	1	-10	-7	0	-2	-2	-16
CCOC(=O)NC1(NCc2ccccc2)Oc2ccccc2O1	102	4	-0.6	-13	9	3	2	-7	5	9
Cc1ccc(S(=O)(=O)ON=C2CCN(S(=O)(=O)c3ccccc3)CC2)cc1	.	-18	-2.5	3	-3	13	2	5	-2	-3
Cn1c(=O)c2c(nc(Sc3ncnn3CC(=O)NC(C)(C)C)n2C)n(C)c1=O	105	-5	-1.3	-9	-4	6	-3	-2	3	0

Whole records as entered above:
`O=C1CSC(=S)N1Cc1cccs1` as listed: DSG3 Ab inh: 98; HTR5A inv ctr: -3; OPRM1-OPRD1 ag: 1.4; PKA-R2B activ: 1; PKA-R1A activ: 3; MOR-DOR inv ag: -7; DAGLB inh: -4; HTR5A ag: 1; V-ATPase pHluor: -3; Arr AP2 block: 7
`Cc1nc(NCCCn2ccnc2)c2oc3ccccc3c2n1` as listed: DSG3 Ab inh: 107; HTR5A inv ctr: 5; OPRM1-OPRD1 ag: -2.1; PKA-R2B activ: -14; PKA-R1A activ: -5; MOR-DOR inv ag: 11; DAGLB inh: -1; HTR5A ag: -1; V-ATPase pHluor: 1; Arr AP2 block: -6
`COc1ccc(C2NC(Cc3ccccc3)(C(=O)O)C3C(=O)N(c4ccccc4OC)C(=O)C23)cc1` (stereo unspecified) as listed: DSG3 Ab inh: 97; HTR5A inv ctr: 2; OPRM1-OPRD1 ag: -1.4; PKA-R2B activ: 6; PKA-R1A activ: 5; MOR-DOR inv ag: 7; DAGLB inh: 0; HTR5A ag: -1; V-ATPase pHluor: 0; Arr AP2 block: 15

Source: PubChem BioAssay (several laboratories)
